U2OS ROS induce: ROS inducers in U2OS cancer cells, primary screen, cell-based, H2DCF-DA fluorescence; U2OS ROS induction; ROS induction (% of piperlongumine), % at 10 µM; hit rate 2% among 46,000; AID 624156, 2012; in the data active = ROS induction above about 79%, passing the limit was not always enough; inconclusive = no clear call, values can overlap the other calls;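 note: 0% = DMSO vehicle median and 100% = reference compound median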
* marks the source's active call; other numbers are inactive results; ? = inconclusive. An excerpt. The share of hits here may be higher or lower than overall.

SMILES | U2OS ROS induce
C[C@H]1CN([C@@H](C)CO)C(=O)c2cc(NC(=O)Nc3cccc4ccccc34)ccc2O[C@H]1CN(C)Cc1ccncc1 | 6.8
C[C@@H]1CN([C@@H](C)CO)C(=O)c2cc(NC(=O)CCC(F)(F)F)ccc2O[C@@H]1CN(C)C(=O)Nc1ccc(F)cc1 | -1.4
Cc1c(NC(=O)c2ccccc2N(C)S(=O)(=O)c2ccccc2)c(=O)n(-c2ccccc2)n1C | 3.3
Nc1nccc(-c2ccc(NC(=O)Nc3ccccc3)cc2)n1 | 3.3
CC(C)NC(=O)N(C)C[C@@H]1Oc2ccc(NS(=O)(=O)c3cn(C)cn3)cc2C(=O)N([C@@H](C)CO)C[C@H]1C | 2.6
O=C(CCCCC(=O)N/N=C/c1ccco1)NO | 1.5
COc1ccccc1-c1coc2cc(OC)c(OC)c(OC)c2c1=O | -12.9
C[C@H]1CN([C@@H](C)CO)C(=O)Cc2cc(NS(=O)(=O)c3cn(C)cn3)ccc2O[C@H]1CN(C)C(=O)Nc1cccc2ccccc12 | 121.1*
CCn1c(SCC(=O)Nc2cc(Cl)cc(Cl)c2)nnc1-c1cccs1 | -11.9
COC(=O)c1c(NC(=O)COc2c(C)cccc2C)sc2c1CCCC2 | 11.4
C[C@H]1CN([C@@H](C)CO)C(=O)Cc2cc(NC(=O)CCCCCC(=O)Nc3ccccc3N)ccc2O[C@@H]1CN(C)C | -16.3
COc1ccc(NC(=O)CSc2ncn(-c3ccccc3)n2)cc1Cl | 1.3
O=C(O)CCC(=O)Nc1cccc(C(=O)c2ccccc2)c1 | 6.3
C[C@H]1CN([C@@H](C)CO)C(=O)c2cccc(NS(=O)(=O)c3ccccc3)c2O[C@H]1CN(C)Cc1ccc(C(F)(F)F)cc1 | 7.5
C[C@@H]1CN([C@H](C)CO)C(=O)CCCn2cc(nn2)CO[C@@H]1CN(C)Cc1ccc2cccnc2c1 | 7.5
COc1ccc(-c2nc(NC(=O)CSc3nnc(C)s3)ns2)cc1 | -3.7
COc1ccc(S(=O)(=O)N(C)C[C@@H]2Oc3ccc(NC(=O)NC(C)C)cc3C(=O)N([C@@H](C)CO)C[C@@H]2C)cc1 | -4.7
C[C@@H]1CN([C@H](C)CO)C(=O)c2cc(NC(=O)C3CC3)ccc2O[C@H]1CN(C)Cc1ccc(Cl)c(Cl)c1 | 10.2
C[C@H](CO)N1C[C@H](C)[C@H](CN(C)S(C)(=O)=O)Oc2ncc(C#Cc3ccc(C(F)(F)F)cc3)cc2C1=O | 12.0
COCCOC(=O)N1C(=O)[C@@]2(c3cc(C#Cc4ccc(OC)cc4)ccc31)[C@H](c1ccccc1OCCO)N1[C@H](c3ccccc3)[C@H](c3ccccc3)OC(=O)[C@H]1[C@@H]2C(N)=O | 74.3

The list goes on; the last two above are carried over.
SMILES | U2OS ROS induce
C[C@H](CO)N1C[C@H](C)[C@H](CN(C)S(C)(=O)=O)Oc2ncc(C#Cc3ccc(C(F)(F)F)cc3)cc2C1=O | 12.0
COCCOC(=O)N1C(=O)[C@@]2(c3cc(C#Cc4ccc(OC)cc4)ccc31)[C@H](c1ccccc1OCCO)N1[C@H](c3ccccc3)[C@H](c3ccccc3)OC(=O)[C@H]1[C@@H]2C(N)=O | 74.3
Cc1noc(C)c1NC(=O)N(C)C[C@H]1Oc2c(NC(=O)C3CCCCC3)cccc2C(=O)N([C@H](C)CO)C[C@H]1C | -10.3
COC(=O)[C@@]1(CCS(=O)(=O)c2ccccc2)N=C(c2ccc(OCCCO)cc2)O[C@H]1c1ccccc1CN=[N+]=[N-] | 24.4
C[C@H](CO)N1C[C@H](C)[C@H](CN(C)Cc2ccccc2)Oc2ncc(C#Cc3ccccc3)cc2C1=O | 66.1
C=CCn1c(SCC(=O)O)nnc1-c1ccccc1 | -5.0
Cc1cc(=O)[nH]c(SCC(=O)Nc2ccc([N+](=O)[O-])cc2)n1 | 9.6
Cc1noc(C)c1NC(=O)Nc1ccc2c(c1)CC(=O)N([C@H](C)CO)C[C@@H](C)[C@@H](CN(C)S(=O)(=O)c1ccccc1)O2 | -0.3
COC(=O)C1C(c2ccc(OC)cc2)C(C(=O)OC)S(=O)(=O)CS1(=O)=O (stereo unspecified) | 7.4
C[C@@H]1CN([C@H](C)CO)C(=O)c2cc(NC(=O)C3CCCCC3)ccc2O[C@H]1CN(C)Cc1ccc(-c2ccccc2)cc1 | 40.4
CCC(Sc1nc(C)cc(C)n1)C(=O)N1c2ccccc2Sc2ccccc21 (stereo unspecified) | -3.1
CCN=C1SC(CC(=O)Nc2sc3c(c2C(=O)OCC)CCCC3)C(=O)N1CC (stereo unspecified) | -2.3
C[C@@H]1CN([C@H](C)CO)C(=O)CCCn2cc(nn2)CO[C@@H]1CN(C)C(=O)Nc1ccc2c(c1)OCO2 | -9.4
O=C(Nc1csc(-c2cccs2)n1)Nc1ccc(F)cc1F | -7.2
COc1cccc(CN(C)C[C@H]2OCc3cn(nn3)CCCC(=O)N([C@@H](C)CO)C[C@@H]2C)c1 | -0.3
COc1ccc(S(=O)(=O)N(C)C[C@H]2Oc3ccc(NC(=O)c4ccncc4)cc3C(=O)N([C@H](C)CO)C[C@H]2C)cc1 | -1.7
Cc1c(Br)c([N+](=O)[O-])nn1CC(=O)Nc1sc2c(c1C#N)CCCC2 | 10.1
COc1ccc(NC(=O)Nc2ccc3c(c2)C(=O)N([C@@H](C)CO)C[C@@H](C)[C@H](CN(C)S(=O)(=O)c2cn(C)cn2)O3)cc1 | -23.7
COc1ccccc1N1CCN(C(=O)CN(c2ccccc2OC)S(C)(=O)=O)CC1 | 8.2
C[C@@H]1CN([C@@H](C)CO)C(=O)Cc2cc(NC(=O)Nc3ccc4c(c3)OCO4)ccc2O[C@@H]1CN(C)Cc1ccc(Oc2ccccc2)cc1 | 17.6
COC(=O)C1=C(C)NC2=C(C(=O)CCC2)C1c1ccccc1 (stereo unspecified) | 0.0
COc1cc(C(=O)NCCC(=O)NC2CCC(C)CC2)cc(OC)c1OC (stereo unspecified) | -3.4
COc1ccc(CN(C)C[C@H]2Oc3ccc(NC(=O)Nc4cccc5ccccc45)cc3C(=O)N([C@@H](C)CO)C[C@@H]2C)cc1 | 55.8
Cc1noc(C)c1S(=O)(=O)Nc1ccc2c(c1)CC(=O)N([C@H](C)CO)C[C@H](C)[C@H](CN(C)Cc1ccc(Cl)c(Cl)c1)O2 | 52.4
CC(C)(C)NC(=O)c1cccc(NC(=O)CCC(=O)O)c1 | -19.1
CS(=O)(=O)N(CC(=O)Nc1ccc(Br)c(Cl)c1)c1ccc(F)cc1 | -9.1
C[C@@H]1CN([C@@H](C)CO)C(=O)c2cccc(NC(=O)Nc3ccc(C(F)(F)F)cc3)c2O[C@@H]1CN(C)CC1CC1 | 10.0
Cc1ccc([N+](=O)[O-])cc1NC(=O)CN(c1cc(C(F)(F)F)ccc1Cl)S(C)(=O)=O | 4.1
O=C(c1ccccc1)N1Cc2ccccc2[C@@H]2OC(c3ccc(OCCCO)cc3)=N[C@]2(Cc2ccccc2)C1=O | 34.6
C[C@@H]1CN([C@@H](C)CO)C(=O)Cc2cc(NC(=O)Nc3ccccc3)ccc2O[C@@H]1CN(C)Cc1ccc(C(=O)Nc2ccccc2N)cc1 | 28.5
O=C(Oc1ccc(Cl)cc1)c1csc(C2COc3ccccc3O2)n1 (stereo unspecified) | 2.6
COc1ccc(CC(=O)Nc2ccc(NC(=O)c3ccco3)cc2)cc1OC | 9.9
N#Cc1c(NC(=O)/C=C/C(=O)O)sc2c1CCC2 | 1.3
CCCCc1c(C)c(C#N)c2nc3ccccc3n2c1NCCN1CCOCC1 | 95.7*
COC(C)(C)CCCC(C)C/C=C/C(C)=C/C(=O)O (stereo unspecified) | -13.7
Cc1ccc(S(=O)(=O)Nc2cccc3c2O[C@H](CN(C)S(=O)(=O)c2ccc(F)cc2)[C@@H](C)CN([C@@H](C)CO)C3=O)cc1 | 7.8
CC(=O)NC(=O)C1C=C2c3ccccc3C=CC2OC1=Nc1ccc(C)cc1 (stereo unspecified) | -7.1
C[C@@H]1CCCCO[C@H](CN(C)Cc2ccc(C(F)(F)F)cc2)[C@@H](C)CN([C@H](C)CO)C(=O)c2cc(NS(=O)(=O)c3ccc(F)cc3)ccc2O1 | 25.4
CCCC(O)C#Cc1cnc2c(c1)C(=O)N([C@H](C)CO)C[C@H](C)[C@H](CN(C)S(=O)(=O)c1cn(C)cn1)O2 (stereo partly specified) | 8.6
CCOC(=O)C1CCCN(CCP(=O)(c2ccccc2)c2ccccc2)C1 (stereo unspecified) | -12.7
CCN1C(=O)c2cccc3c(NC(=O)c4ccc(S(=O)(=O)N5CCCCC5C)cc4)ccc1c23 (stereo unspecified) | ?
Cc1ccc(S(=O)(=O)c2ccc(Cl)cc2)cc1S(=O)(=O)Nc1ccc(C(=O)O)cc1 | 8.6

The closing 5 entries of the section before come first, to join the parts:
SMILES | U2OS ROS induce
C[C@@H]1CCCCO[C@H](CN(C)Cc2ccc(C(F)(F)F)cc2)[C@@H](C)CN([C@H](C)CO)C(=O)c2cc(NS(=O)(=O)c3ccc(F)cc3)ccc2O1 | 25.4
CCCC(O)C#Cc1cnc2c(c1)C(=O)N([C@H](C)CO)C[C@H](C)[C@H](CN(C)S(=O)(=O)c1cn(C)cn1)O2 (stereo partly specified) | 8.6
CCOC(=O)C1CCCN(CCP(=O)(c2ccccc2)c2ccccc2)C1 (stereo unspecified) | -12.7
CCN1C(=O)c2cccc3c(NC(=O)c4ccc(S(=O)(=O)N5CCCCC5C)cc4)ccc1c23 (stereo unspecified) | ?
Cc1ccc(S(=O)(=O)c2ccc(Cl)cc2)cc1S(=O)(=O)Nc1ccc(C(=O)O)cc1 | 8.6
CC(Cc1c[nH]c2ccccc12)NC(N)=O (stereo unspecified) | 55.5
CCOC(=O)C1=C(Cn2ccc(C(F)(F)F)n2)NC(=O)NC1c1cc(C)ccc1C (stereo unspecified) | -3.2
CC1(C)CC(NC(=O)N2c3ccccc3CCc3ccccc32)CC(C)(C)N1 | 1.3
COc1ccc(/C=C2\C(=O)N(c3ccc(Cl)cc3)C(c3ccc(F)cc3)S2(=O)=O)c(OC)c1 (stereo unspecified) | 3.1
Cc1csc(NC(=O)CSc2nc(C34CC5CC(CC(C5)C3)C4)ccc2C#N)n1 | 1.4
Cc1nn(-c2ccccc2)nc1-c1nnc(-c2ccc(Cl)c(Cl)c2)o1 | -19.6
CC(C)(C)NS(=O)(=O)c1cccc2nsnc12 | -11.8
O=C(Nc1cccc(F)c1)c1cc(S(=O)(=O)N2CCCCC2)ccc1F | -3.8
Cc1cccc(C)c1OCC(=O)Nc1cccc(C(=O)O)c1 | 4.1
O=C(O)CNC(=O)C1COc2ccccc2O1 (stereo unspecified) | -30.4
Cc1noc(C)c1NC(=O)Nc1ccc2c(c1)C(=O)N([C@@H](C)CO)C[C@H](C)[C@@H](CN(C)Cc1ccc(C(=O)O)cc1)O2 | -11.7
O=C(COC(=O)c1cc2ccccc2oc1=O)c1ccccc1 | 19.3
O=C(c1cc2cc(Br)ccc2oc1=O)N1CCN(CCN2C(=O)c3cccc4cccc(c34)C2=O)CC1 | 46.8
COc1ccc(CN(C)C[C@@H]2Oc3c(NC(=O)c4cc(C)nn4C)cccc3C(=O)N([C@H](C)CO)C[C@H]2C)cc1 | 18.8
C[C@@H]1CCCCO[C@H](CN(C)Cc2ccncc2)[C@@H](C)CN([C@H](C)CO)C(=O)c2cc(NC(=O)Nc3ccc4c(c3)OCO4)ccc2O1 | -1.4
CCC(Sc1nnnn1-c1ccccc1)C(=O)Nc1cccc([N+](=O)[O-])c1 (stereo unspecified) | 7.2
COc1ccc(NC(=O)c2ccc(OC(C)C(=O)Nc3ccccc3C(F)(F)F)cc2)cc1Cl (stereo unspecified) | -7.0
C[C@H]1CN([C@@H](C)CO)C(=O)Cc2cc(NC(=O)Nc3ccc(C(F)(F)F)cc3)ccc2O[C@H]1CN(C)C(=O)Nc1ccc2c(c1)OCO2 | 3.5
CSc1sc(C#N)c2c1C(=O)CC(c1ccccc1)C2 (stereo unspecified) | ?
C[C@H]1CN([C@@H](C)CO)C(=O)Cc2cc(NS(=O)(=O)c3cccs3)ccc2O[C@@H]1CN(C)C(=O)Nc1ccccc1 | -0.2

Of the compounds above, these have bromine:
SMILES | U2OS ROS induce
Cc1c(Br)c([N+](=O)[O-])nn1CC(=O)Nc1sc2c(c1C#N)CCCC2 | 10.1
CS(=O)(=O)N(CC(=O)Nc1ccc(Br)c(Cl)c1)c1ccc(F)cc1 | -9.1
O=C(c1cc2cc(Br)ccc2oc1=O)N1CCN(CCN2C(=O)c3cccc4cccc(c34)C2=O)CC1 | 46.8

Other results
SMILES | U2OS ROS induce
COc1ccc([Si](C)(C)[C@H]2[C@H](CCO)O[C@@]3(C(=O)N(Cc4ccc(NC(C)=O)cc4)c4ccccc43)[C@@H]2C)cc1 | 36.0
C[C@@H]1CCCCO[C@@H](CN(C)CC2CCCCC2)[C@@H](C)CN([C@H](C)CO)C(=O)c2cc(NC(=O)CCCN(C)C)ccc2O1 | -12.8
O=C1O[C@H](c2ccccc2)[C@H](c2ccccc2)N2[C@H]1[C@@H](C(=O)Nc1nc3ccccc3s1)[C@]1(C(=O)Nc3ccc(C#CC4(O)CCCCCC4)cc31)[C@H]2c1ccc(OCCO)cc1 | 17.3
CC1CCCCN1CCNC(=O)CCc1nnc2n(Cc3ccc(F)cc3)c(=O)c3ccccc3n12 (stereo unspecified) | -3.7
CC1Cc2ccccc2N1C(=O)Nc1ccc(Cl)c(Cl)c1 (stereo unspecified) | 11.3
Cc1ccc(OCC(=O)NC2CC(C)(C)NC(C)(C)C2)c(C)c1 | -10.9
COc1ccc(S(=O)(=O)Nc2ccc3c(c2)CC(=O)N([C@@H](C)CO)C[C@H](C)[C@@H](CN(C)S(=O)(=O)c2cccs2)O3)cc1 | -4.7
C[C@@H]1CN([C@H](C)CO)C(=O)c2cccc(NC(=O)Nc3ccc(C(F)(F)F)cc3)c2O[C@H]1CN(C)Cc1ccccc1 | 24.0
Cc1noc(C)c1S(=O)(=O)Nc1ccc2c(c1)CC(=O)N([C@H](C)CO)C[C@@H](C)[C@H](CN(C)S(=O)(=O)c1cccs1)O2 | -0.8
